ALOX15B inhib: 15-hLO-2 (ALOX15B) enzyme inhibition. O15296. purified 15hLO-2, xylenol orange hydroperoxide absorbance. hit rate 0.56% among 110,000. Potency, µM (titrated, usually from 57.1 µM), for inactives: at the top dose activity change, negative = inhibition, usual class: inhibitors; note: potency is the fitted concentration of half-maximal effect; nearly all actives have a fitted effect of over 60% in size; many of its hits are not listed in these tables
Target sequence (O15296 whole entry, looked up): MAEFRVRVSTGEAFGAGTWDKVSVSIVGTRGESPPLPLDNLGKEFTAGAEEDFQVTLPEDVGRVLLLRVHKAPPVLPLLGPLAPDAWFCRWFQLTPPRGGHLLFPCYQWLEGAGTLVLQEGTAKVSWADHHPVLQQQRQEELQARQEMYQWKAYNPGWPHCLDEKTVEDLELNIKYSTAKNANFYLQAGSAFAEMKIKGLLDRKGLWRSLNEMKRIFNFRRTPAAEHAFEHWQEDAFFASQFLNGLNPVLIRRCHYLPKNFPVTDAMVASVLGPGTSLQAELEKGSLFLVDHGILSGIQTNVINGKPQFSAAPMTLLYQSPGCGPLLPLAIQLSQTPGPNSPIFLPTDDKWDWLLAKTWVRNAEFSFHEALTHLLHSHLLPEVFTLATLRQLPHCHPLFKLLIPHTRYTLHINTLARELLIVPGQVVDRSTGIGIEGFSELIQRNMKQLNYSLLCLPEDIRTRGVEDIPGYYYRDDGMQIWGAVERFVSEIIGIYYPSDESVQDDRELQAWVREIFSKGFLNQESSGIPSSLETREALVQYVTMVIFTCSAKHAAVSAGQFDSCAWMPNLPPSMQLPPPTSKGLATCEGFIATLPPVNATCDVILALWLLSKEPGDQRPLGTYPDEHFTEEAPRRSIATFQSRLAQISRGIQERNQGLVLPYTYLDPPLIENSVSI
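Enzyme 50 nM, AA 45 uM, 25 mM Hepes pH 7.5 + 0.01% Triton X-100; cpd preinc 15 min RT, rxn 90 min RT; stop/detect with 200 uM XO + 300 uM Fe(II) in 50 mM H2SO4, 30 min; A573/A405.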
12-hLO inh: 12-hLO (ALOX12) enzyme inhibition. P18054. purified 12-hLO, xylenol orange hydroperoxide absorbance. Potency, µM (doses to about 57.1 µM), inactives show top-dose activity change, negative = inhibition, actives largely listed as inhibitors. hit rate 0.12% among 150,000; note: potency is the fitted concentration of half-maximal effect; nearly all actives have a fitted effect of over 55% in size; many of its hits are not listed in these tables
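Hydroperoxide formation by human 12-lipoxygenase from 40 uM arachidonic acid was followed colorimetrically via ferric-xylenol orange complex, using the 573/405 nm absorbance ratio. Enzyme concentration was 150 nM, with 30 min reaction at room temperature.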
PNC assembly inh: perinucleolar compartment assembly inhibition | PC3M PTB-GFP, PNC prevalence imaging, 16 h; hits give low values | activity change (PNC), negative = inhibition, % at 10 µM | hit rate 3.1% among 140,000;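 active = readout at or below -70, meaning at least 70% loss of cells showing the perinucleolar compartment, a nuclear body marking cancer cells; inconclusive = readout between -30 and a set limit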;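 note: plate controls were DMSO wells for no effect and camptothecin positive control wells for full effect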
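Compounds are pinned in duplicate onto adhered PC3M cells stably expressing GFP-tagged PTB and incubated 16 h at 37 C. Cells are then fixed, nuclei stained with Hoechst, and PNC-positive cells counted.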
IMPase inh: cell-permeable inhibitors of inositol monophosphatase (IMPase); inhibition (IP1 accumulation), % at 46.1 µM; 120,000 tested, under 10 active; AID 901; CHO-M1 cells, IP1 accumulation, HTRF TR-FRET ratio; P97697; active = well fitted curve in the direction sought with a large enough effect in the signal ratio, not every such curve was filed as active; inconclusive = small, poorly fitted or top-dose-only effect, or a change in a side signal; inactive = no such curve, though single readings can be large or run the other way; the % refers to the signal ratio;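 note: cells stimulated with carbachol in lithium chloride buffer; plate controls were DMSO basal wells for no effect and reference inhibitor wells for full effect; higher means more IMPase inhibition seen as more IP1 and lower FRET ratio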
Target sequence (P97697 whole entry, looked up): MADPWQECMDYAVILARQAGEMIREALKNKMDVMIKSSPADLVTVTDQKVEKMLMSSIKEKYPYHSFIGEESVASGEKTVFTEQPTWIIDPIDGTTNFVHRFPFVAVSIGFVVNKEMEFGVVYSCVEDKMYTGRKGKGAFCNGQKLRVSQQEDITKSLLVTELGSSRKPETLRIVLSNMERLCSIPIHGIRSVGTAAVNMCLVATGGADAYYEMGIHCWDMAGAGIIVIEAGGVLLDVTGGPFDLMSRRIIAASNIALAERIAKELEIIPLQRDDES
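The IP-One HTRF competitive assay in carbachol-stimulated CHO-M1 cells quantifies cellular IP1. Compounds spanned up to 46 uM final, and activity is expressed as AC50 from concentration-response fits of the ratio and donor data.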
* marks the source's active call; other numbers are inactive results; ? = inconclusive; nt = not tested or not shown; [ ] = dose if it differs, or a comment. Unless noted, calls come from the whole dose curve; as a rule, active = well fitted curve in the direction sought with a large enough effect; inconclusive = small, poorly fitted or top-dose-only effect, or another doubt; inactive = no such curve, though single readings can be large; an effect the other way counts as inactive or inconclusive. Unless noted, % is set by controls: 0 for no effect and ±100 for the full control effect.

The line under a structure holds: IMPase inh | PNC assembly inh | 12-hLO inh | ALOX15B inhib
C=C(C)c1cccc(C(C)(C)NC(=O)NCC2CCCO2)c1 (stereo not drawn)
    -7 | 10 | 7% | 2%
Cc1ccc(NC(=O)CSCC#N)cc1
    -3 | ? | -2% | -4%
C=CCn1c(SCC(=O)Nc2nccs2)nnc1-c1ccco1
    1 | 27 | 3% | -7%
O=c1cc(NC2CCCCCC2)[nH]c(=O)[nH]1
    5 | 8 | 1% | 1%
CCCCOc1ccc(C(=O)NCC(=O)NCC(=O)OCC)cc1
    3 | 1 | 2% | -3%
COC(=O)c1sccc1NC(=O)c1csc(C)c1
    -3 | 16 | -1% | -1%
CC(C)(C)c1nnc(NC(=O)NS(=O)(=O)c2ccccc2)s1
    7 | 66 | 2% | nt
Nc1c(C(=O)c2ccccc2)sc(Nc2ccccc2)c1S(=O)(=O)c1ccccc1
    19 | 57 | -7% | nt
Nc1cccc2c(=O)[nH][nH]c(=O)c12
    nt | nt | 2% | -10%
CCOc1ccc2nc(-c3ccc(OC)c(OC)c3)cc(C(=O)O)c2c1
    -12 | ? | -13% | -21%
O=C(/C(=N\Nc1ccc([N+](=O)[O-])cc1)Sc1nnnn1-c1ccccc1)c1ccccc1
    nt | -11 | -5% | nt
CCN(CC)C(=O)CSc1nnc(-c2ccco2)n1N
    3 | 89 | 4% | 0%
Cc1cc(C(N)=O)c2ccccc2n1
    -3 | ? | -3% | 5%
COc1cc2c3nnc(-c4ccc(F)cc4)c-3cn(Cc3ccccc3)c2cc1OC
    ? | 45 | -6% | 1%
COc1ccc(C(=O)NNC(=O)Cc2ccc([N+](=O)[O-])cc2)cc1
    nt | -2 | -3% | nt
COc1ccc(CNC(=O)COC(=O)c2n[nH]c3ccccc23)cc1
    10 | 10 | -6% | -1%
CCOC(=O)c1ccc(NC(=O)Cn2nnc(-c3ccccc3C)n2)cc1
    15 | 6 | -12% | 20%
CC(C)NC(=O)c1nn(C)c2ccccc12
    nt | ? | -3% | nt
NC(=O)C1CCN(C(=O)CSc2nc3c(c(-c4ccccc4)n2)CCCC3)CC1
    10 | ? | -4% | -9%
O=C(c1ccc(=O)[nH]c1)N(Cc1ccco1)C1(C(=O)NC2CCCCC2)CCCCC1
    -9 | ? | -4% | 5%
CCC(=O)Nc1ccccc1C(=O)C(=O)Nc1ccccc1
    nt | 42 | 4% | nt
CC(Nc1cc(N2CCN(S(C)(=O)=O)CC2)ccc1[N+](=O)[O-])c1ccccc1 (stereo not drawn)
    nt | -17 | 0% | nt
COc1ccc(OC)c(N(CC(=O)N2CCCCC2)S(=O)(=O)c2ccc(OC)c(OC)c2)c1
    -1 | -29 | -4% | nt
O=C(COc1cccc(NC(=O)c2ccccc2)c1)c1ccc(F)cc1
    nt | ? | 2% | nt
O=S(=O)(c1ccccc1)N1CCC2(CC1)CN(C(c1ccccc1)c1ccccc1)C2
    nt | nt | 1% | 11%
Cc1ccc(CN2C(=O)CCC2(C)C(=O)NCc2cccnc2)cc1 (stereo not drawn)
    1 | 5 | 3% | 10%
CN(Cc1cccs1)S(=O)(=O)c1cccs1
    -7 | ? | 1% | -2%
N#CC1=C(N)OC2=C(C(=O)CC(c3ccccc3)C2)C1c1ccoc1 (stereo not drawn)
    nt | 18 | -2% | nt
CCCc1cc(=O)[nH]c(SCC(=O)N2N=C(c3ccc(Cl)cc3)CC2c2ccco2)n1 (stereo not drawn)
    nt | -13 | -23% | nt
Cc1cc(C)n(C(=O)CCCCCCCC(=O)n2nc(C)cc2C)n1
    17 | -28 | 12% | nt
COc1ccc(C)cc1NC(=O)CSc1nnc(-c2ccco2)n1Cc1ccco1
    1[9.22 µM] | 24 | -7% | -3%
Cc1cc(C(=O)CSc2n[nH]c(N)n2)c(C)n1-c1ccc2c(c1)OCO2
    nt | 8 | -5% | nt
CCC(C(=O)N1CCN(C(=O)c2ccco2)CC1)c1ccccc1 (stereo not drawn)
    -13 | 20 | 0% | -4%
COc1ccc(CNC(=O)c2c(F)c(F)c(F)c(F)c2F)cc1
    nt | -21 | 16% | nt
O=C(Nc1cc(C(F)(F)F)ccc1Cl)C(NCc1ccccc1)c1ccccc1 (stereo not drawn)
    nt | -8 | -2% | nt
COCC(C)OC(=O)/C(C#N)=C\c1coc2ccc(C)cc2c1=O (stereo not drawn)
    nt | 19 | 1% | nt
CCN(CC)S(=O)(=O)c1ccc(Cl)c(NC(=O)COc2ccccc2[N+](=O)[O-])c1
    nt | 10 | -6% | nt
O=C(O)c1ccc(OCc2occc2C(=O)O)cc1
    4 | -12 | -8% | 11%
CC(=O)N1Cc2ccccc2CC1C(=O)O (stereo not drawn)
    -7 | ? | 1% | 3%
O=C(NNC(=O)c1ccc(Cl)cc1Cl)c1ccncc1
    -2 | ? | -1% | nt
COC(=O)C1=CN(Cc2cccs2)C=C(C(=O)OC)C1c1cccc(OC)c1OC
    0 | 25 | -5% | 2%
Cc1ccccc1NC(=O)Cc1nc(CSc2nnc(-c3ccc4c(c3)OCO4)o2)cs1
    -2 | 12 | -4% | -1%
Cc1ccccc1Nc1nn2c(=O)c3ccccc3nc2s1
    5 | ? | -3% | -21%
CCc1ccc(NC(=O)c2ccc3c(c2)C(=O)N(Cc2ccco2)C3=O)cc1
    -3 | ? | -3% | nt
CCOC(=O)c1c(NC(=O)C(F)(OC)C(F)(F)F)sc2c1CCN(C)C2 (stereo not drawn)
    0 | 2 | 3% | 29%
C=CCn1c(SCC(=O)NCC(=O)OCC)nnc1-c1ccccn1
    -2 | -19 | -3% | -4%
CN(C)C(=O)Oc1cccc([N+](C)(C)C)c1
    -2[20.6 µM] | ? | -4% | 2%
Cc1ccc(CSCC(N)C(=O)O)cc1 (stereo not drawn)
    -9 | ? | -2% | nt
N#C/C(C(=O)NCc1ccccc1)=C1/SC(Cc2ccc(Cl)cc2)C(=O)N1c1ccccc1 (stereo not drawn)
    nt | -7 | -1% | nt
CN1CCc2cc3c(cc2C(=O)Cc2ccc4c(c2C1)OCO4)OCO3
    16 | nt | -1% | -1%
Cc1c(C(=O)NCCc2ccccc2)oc2ccc(S(=O)(=O)N3CCC4(CC3)OCCO4)cc12
    6 | 91 | 1% | -1%
C[C@H]1O[C@@H](CC(=O)O)Cc2c1c(O)c1c(O)cc(-c3cc(=O)c4c(=O)c5c(c(=O)c=4c3=O)C[C@H](CC(=O)O)O[C@@H]5C)c(O)c1c2O
    nt | nt | -9%[11.4 µM] | 0%[11.4 µM]
Cc1ccc(-c2nc3cc(N)ccc3o2)c(C)c1
    -19 | -17 | -1% | 1%
O=C(COc1ccc(Cl)cc1)N1CCN(c2ncccn2)CC1
    2 | -11 | -5% | 6%
CCSc1nc(=O)n(-c2ccccc2)c(C)c1C(C)=O
    3[1.84 µM] | ? | 8% | -9%[11.4 µM]
CCOC(=O)N1CCN(c2c(Nc3cc(C)[nH]n3)c(=O)c2=O)CC1
    8 | 8 | 2% | 0%
Cc1ccc(C(=O)Nc2nnc(-c3ccc(C(C)(C)C)cc3)s2)cc1
    ? | -13 | -1% | -7%
Clc1cccc(Cl)c1NC1=NCCN1
    ? | nt | 3% | 10%
CCOC(=O)c1cccc(NC(=O)Cn2cnc3c2c(=O)n(C)c(=O)n3C)c1
    2 | 19 | 6% | 5%[2.29 µM]
COc1ccc(/C=N/NC(=O)c2ccc(N(C)S(=O)(=O)c3ccccc3)cc2)cc1OC
    2 | 7 | -8% | nt

Later entries:
The line under a structure holds: IMPase inh | PNC assembly inh | 12-hLO inh | ALOX15B inhib
Cc1cc(C)n(-c2ccc(C(=O)OCC(=O)NCc3ccco3)cc2)n1
    -1 | 49 | -2% | 9%
c1cncc(-c2nnc(-c3ccco3)o2)c1
    -13 | ? | -1% | 1%
COc1ccc(/C(N)=N/OC(=O)c2cc(-c3ccccc3)nc3ccccc23)cc1
    2 | 69 | 1% | -12%
O=C(CSc1nnc(COc2ccccc2)n1Cc1ccco1)NCc1ccco1
    9 | 61 | -7% | -12%
Cc1ccc(NC2=C(C(=O)c3ccccc3)N(C)S(=O)(=O)c3ccccc32)cc1
    4 | 20 | 3% | -8%
O=C(N/N=C/c1ccc(F)c(F)c1)c1cc2c(s1)-c1ccccc1CC2
    -6[1.84 µM] | ? | 2% | 4%[11.4 µM]
COc1ccc(-c2nnc(SC(C(=O)c3c[nH]c4ccccc34)c3ccccc3)n2N)cc1OC (stereo not drawn)
    nt | 62 | 0% | nt
CC(C)CNC(=O)c1ccccc1NC(=O)CCSc1ccccc1
    -2 | ? | -3% | nt
CCCNCCC(c1ccco1)c1ccccc1OC (stereo not drawn)
    15 | -16 | 3% | 22%
Cc1cccc(OCCSc2ncnc3nc[nH]c23)c1
    -3 | -7 | 1% | 0%
CC1CC(C)CN(c2ncc3c(n2)CC(c2ccc(Cl)cc2)CC3=O)C1 (stereo not drawn)
    -3 | 25 | -3% | 9%
CC1CC(C)CN(CCCNC(=O)Cn2ncn3cccc3c2=O)C1 (stereo not drawn)
    0 | ? | 4% | 1%
CCNC(=S)NNC(=O)c1cc(C)nc2ccccc12
    8 | 10 | 2% | nt
CCn1c(=O)c([N+](=O)[O-])c(NCCc2ccc(OC)c(OC)c2)c2ccccc21
    nt | 12 | -5% | nt
CC(=O)N(C)c1ccc(NC(=O)c2ccccc2C(=O)O)cc1
    -4 | -117* | -1% | 1%

An excerpt from above in order of the ALOX15B inhib value, smallest number first.
canonical_smiles | ALOX15B inhib
COc1ccc(/C(N)=N/OC(=O)c2cc(-c3ccccc3)nc3ccccc23)cc1 | -12%
CC1CC(C)CN(CCCNC(=O)Cn2ncn3cccc3c2=O)C1 (stereo not drawn) | 1%
CCCNCCC(c1ccco1)c1ccccc1OC (stereo not drawn) | 22%

Additional compounds:
The line under a structure holds: IMPase inh | PNC assembly inh | 12-hLO inh | ALOX15B inhib
COc1ccc(NC(=S)N2CCN(C(c3ccccc3)c3ccccc3)CC2)cc1OC
    ? | ? | -6% | nt
CC[n+]1c(/C=C/C=C/N(C(C)=O)c2ccccc2)sc2cc(OC)ccc21
    nt | ? | -8% | nt
O=C(CO/N=C\c1ccccc1)Nc1ccccc1C(=O)N1CCOCC1
    nt | 2 | -1% | nt
Cc1ccc(NC2=C(N3CCOCC3)C(=O)c3ccccc3C2=O)cc1
    -5 | -29 | -4% | -15%
COc1cc(=O)n(C)c2c(OCC(O)C(C)(C)O)cccc12 (stereo not drawn)
    -8 | nt | -2% | -2%
COc1ccc(C(=O)N2CCC[C@@]3(CCN(Cc4ccncc4)C3)C2)cc1
    nt | nt | 6% | 8%
Cc1nn(Cc2cccc(C(=O)NC34CC5CC(CC(C5)C3)C4)c2)c(C)c1Br
    -2 | 42 | -6% | nt
Cn1c(=O)c2c(nc(Sc3ncccn3)n2Cc2ccc(Cl)cc2)n(C)c1=O
    5 | -20 | -2% | 4%
Cc1nc(N2CCN(S(=O)(=O)c3ccccc3)CC2)c2c3c(sc2n1)CC(C)CC3 (stereo not drawn)
    7 | 27 | 10% | 6%
O=C(Nc1ccc2c(c1)OCO2)c1ccc(Br)s1
    11 | -25 | -1% | 0%
COc1ccc(N(C(C)=O)S(=O)(=O)c2cc(OC)ccc2OC)cc1
    0 | 12 | -3% | 4%
COc1ccc(C2(NC(C)=O)CCN(C(=O)CCC(=O)O)CC2)cc1
    -4 | 23 | -1% | -1%
COC(=O)c1ccccc1NC(NC(=O)c1ccco1)C(=O)c1ccccc1 (stereo not drawn)
    7 | -11 | -1% | 10%
O=C(COc1cccc(Cl)c1)Nc1ccc2c(c1)CCC2
    nt | 7 | -3% | nt
CCN(CC)CCN1C(=O)C(=O)/C(=C(/O)c2ccc(OC)cc2)C1c1ccco1 (stereo not drawn)
    ? | -5 | -11% | -2%
O=C(CCc1nc2ccccc2c(=O)[nH]1)OCc1ccc(-c2ccccc2)cc1
    nt | -9 | 0% | nt
